Exocytosis inh: LAMP-1 surface exposure blockers, TALL-104 cells – cell-based, flow cytometry, MLPCN library, primary screen | actives 0.66% (n = 360,000) | AID 651702, 2012 | TALL-104 LAMP-1 surface exposure; cells stimulated with thapsigargin and PMA | inhibition, % at 10 µM;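 active = inhibition above about 55%, limit read from the data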
ABCB6 inh MLPCN: ABCB6 transporter inhibitors, primary screen, K562-ABCB6 cells, flow cytometry, MLPCN library; ATP-binding cassette sub-family B member 6 (Homo sapiens), Q9NP58; K562-ABCB6 porphyrin accumulation, 1 h; stronger effect = lower value; fluorescence ratio to DMSO, % at 10 µM; actives 0.19% (n = 360,000); AID 602162, 2011;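 active = fluorescence ratio to DMSO below 75%, the collection mean minus 3 SD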;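 also: signal is porphyrin accumulated inside mitochondria; 100% equals median channel fluorescence of DMSO control wells; lower ratio means ABCB6 inhibition with less porphyrin fluorescence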
MC4R antag cAMP: MC4R antagonists of cAMP signaling, primary screen, cell-based, TR-FRET, antagonist arm of biased-ligand search; inhibition, % at 6.5 µM; actives 0.48% (n = 360,000); AID 540295, 2011; MC4R-expressing cells, MTII-stimulated cAMP, LANCE TR-FRET; Melanocortin receptor 4 (Homo sapiens), P32245;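 active = inhibition above its plate's cutoff, the mean of tested wells on that plate plus 3 SD, cut at about 29% in these data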;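 also: 0% = Melanotan II alone and 100% = Melanotan II plus saturating MCL0020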
Target sequence (P32245 whole entry, looked up): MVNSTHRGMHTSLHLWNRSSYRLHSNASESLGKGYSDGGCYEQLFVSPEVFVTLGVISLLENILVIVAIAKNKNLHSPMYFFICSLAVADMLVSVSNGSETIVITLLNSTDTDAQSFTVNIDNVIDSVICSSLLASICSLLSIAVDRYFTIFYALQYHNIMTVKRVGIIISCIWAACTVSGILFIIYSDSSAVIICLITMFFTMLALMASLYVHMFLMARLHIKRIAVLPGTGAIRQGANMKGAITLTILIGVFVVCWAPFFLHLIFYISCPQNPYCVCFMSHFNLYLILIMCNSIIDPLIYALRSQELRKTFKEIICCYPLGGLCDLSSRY
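Test system: U2OS cells stably expressing human melanocortin 4 receptor (MC4R); also added: Melanotan II challenge; compound: 6.5 µM single dose; timing: 30-min compound preincubation, 1-h Melanotan II challenge, 1-h detection, room temperature; signal: Eu-cAMP/anti-cAMP TR-FRET, emission 671 nm; repeats: one well per compound, no replicates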
Glyco luc inh: increase of ERlucT glycosylation luciferase signal, primary screen, N-linked glycosylation inhibitor project, D54 ERlucT cells, luminescence, set 2 | D54 ERlucT glycosylation luciferase reporter, 24 h; percent of 100 nM tunicamycin response | reporter increase, % at 12.5 µM | actives 0.23% (n = 360,000) | AID 588692, 2011;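 active = mean luciferase reporter signal, scaled so untreated is 0 and the glycosylation-blocking control 100, at or above a set limit in every replicate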;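 also: luciferase carries N-glycosylation sites so blocking glycosylation raises the light; 0% = median of neutral control wells and 100% = median of 100 nM tunicamycin wells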
ABHD5 PLIN5 PPI: ABHD5-PLIN5 interaction inhibitors, primary screen, cell lysate, split luciferase complementation, luminescence; Split G. princeps luciferase complementation, 4 h; inhibition, % at 4 µM; actives 0.78% (n = 360,000); AID 602281, 2012;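 active = inhibition above the mean inhibition across every tested compound plus 3 SD, cut at about 22% in these data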;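 also: 0% = DMSO only wells and the 100% control is not disclosed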
H9c2 protect: cardioprotection against H2O2-induced cell death, primary screen, uHTS, H9c2 cells, ATPLite luminescence. H9c2 cardiomyocytes, H2O2 injury protection, 2 h. protection from H2O2 cell death, % at 20 µM. actives 0.63% (n = 360,000). AID 588492, 2011;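 active = compounds giving at least 50% protection of heart cells from peroxide-induced death in the single-dose screen, raw or plate-pattern-corrected value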;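 also: 0% = DMSO wells with peroxide and 100% = DMSO wells without peroxide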
iPSC survival up: enhancers of single-cell hiPSC survival, primary screen, ATPlite luminescence | 100% = ROCK inhibitor wells, 0% = DMSO | survival enhancement, % at 20 µM | actives 0.044% (n = 360,000) | AID 602274, 2012; in the data active = survival enhancement above about 18%;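 also: cells exposed to compounds for 16 hours before the ATP read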
MC4R barr agon: MC4R agonists recruiting beta-arrestin, primary screen, cell-based, luminescence, agonist arm of biased-ligand search; Melanocortin receptor 4 (Homo sapiens), P32245; U2OS MC4R beta-arrestin complementation; percent of melanotan II response, DMSO zero; activation, % at 8.9 µM; actives 0.98% (n = 360,000); AID 540308, 2011;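 active = activation above a per-plate cutoff, the mean activation of sample wells on that plate plus 3 SD, cut at about 8% in these data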
aDG glyco act: activators of alpha-DG glycosylation, primary screen, uHTS, Pro5-aDG cells, AlphaScreen | alpha-DG glycosylation AlphaScreen (IIH6); 0% Pro5, 100% B10-LARGE cell signal | activation, % at 10 µM | actives 0.22% (n = 360,000) | AID 624168, 2012;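 active = activation of at least 8% versus controls, or a plate z-score of at least 8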;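 also: Pro5 are CHO cells carrying HIG-tagged alpha-DG that lacks glycosylation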
m5-HT2A agonist: mouse Htr2a agonists via beta-arrestin recruitment, primary screen, cell-based, luminescence | actives 0.66% (n = 360,000) | activation, % at 7.6 µM | 5-hydroxytryptamine receptor 2A (Mus musculus), P35363 | CHO-K1 mHTR2A beta-arrestin complementation; percent of 30 µM serotonin response;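 active = activation above a run cutoff, the mean activation of all tested compounds plus 3 SD, cut at about 14% in these data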;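 also: 0% = plate median of compound wells and 100% = 30 µM serotonin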
Target sequence (P35363 whole entry, looked up): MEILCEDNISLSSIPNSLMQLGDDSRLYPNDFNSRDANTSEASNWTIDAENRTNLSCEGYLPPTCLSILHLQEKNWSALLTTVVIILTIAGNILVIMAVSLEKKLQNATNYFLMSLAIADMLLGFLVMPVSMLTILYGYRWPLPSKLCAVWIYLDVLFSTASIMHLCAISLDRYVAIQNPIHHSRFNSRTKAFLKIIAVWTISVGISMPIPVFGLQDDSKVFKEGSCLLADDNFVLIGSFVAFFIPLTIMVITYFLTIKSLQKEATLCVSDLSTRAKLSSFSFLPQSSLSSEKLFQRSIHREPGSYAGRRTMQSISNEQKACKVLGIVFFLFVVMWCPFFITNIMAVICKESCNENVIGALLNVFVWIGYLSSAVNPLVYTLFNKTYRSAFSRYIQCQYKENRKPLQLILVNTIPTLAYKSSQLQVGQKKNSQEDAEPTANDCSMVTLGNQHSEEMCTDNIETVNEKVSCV
Active calls of the source: *; . = no result given.

1: Cc1cc2c3c(c1)C(C)(c1ccccc1)CC(C)(C)N3C(=O)C21C(C#N)=C(N)OC2=C1C(=O)CC(C)(C)C2 (stereo not drawn)
2: CCOC(=O)c1cnc2ccc(C(=O)OC)cc2c1Nc1ccc2c(c1)OCCO2
3: COc1ccccc1NC(=O)N1CCCC1C(=O)NCC1CCCO1 (stereo not drawn)
4: O=C(Nc1ccccc1-c1nc2ccccc2s1)c1cccnc1
5: OC1CCCC1
6: Cc1c(NC(=O)C(=O)/C=C(\O)c2ccc(Br)cc2)c(=O)n(-c2ccccc2)n1C
7: CCOc1ccc(NC(=O)CC2C(=O)N(c3ccccc3)C(=O)N2Cc2ccccn2)cc1 (stereo not drawn)
8: CCn1c(-c2csc(-c3ccc(Cl)cc3)n2)n[nH]c1=S
assay / entry,1,2,3,4,5,6,7,8
m5-HT2A agonist,0,4,2,3,-3,5,0,-1
MC4R antag cAMP,3,28,19,-17,6,-3,18,2
aDG glyco act,0.1,-0.2,0.4,-0.1,0.1,0.1,-0.1,0.0
Exocytosis inh,-2,1,-1,-4,3,-2,0,1
Glyco luc inh,-5,9,0,-1,2,1,2,-3
ABCB6 inh MLPCN,104,94,98,97,95,95,91,93
MC4R barr agon,-1.2,4.5,-0.9,1.9,0.7,-2.8,2.1,-3.5
iPSC survival up,1.7,3.6,-2.0,-1.8,1.8,2.2,0.5,0.0
ABHD5 PLIN5 PPI,-9,-1,-5,9,-6,-1,4,-5
H9c2 protect,-4,0,-2,-11,4,2,21,1

9: O=S(=O)(c1cccc2cccnc12)N1CCc2ccccc21
10: COc1ccc(/C=C/C(=O)N2CCN(c3ccccc3)CC2)cc1S(=O)(=O)N1CCOCC1
11: O=C(Nc1ccc([N+](=O)[O-])cc1)/C(=C/c1cccc([N+](=O)[O-])c1)NC(=O)C1CCCCC1
12: O=C(Cn1c(=O)n(-c2ccc(F)cc2)c(=O)c2sccc21)N1CCCC1
13: COc1ccc(-n2ccnc2SCC(=O)c2c(N)n(C3CC3)c(=O)[nH]c2=O)cc1
14: COc1ccc(CCN=C(N)NS(=O)(=O)c2ccc(F)cc2)cc1
15: O=C1CC(C(=O)Nc2ccc(Cl)cc2)n2ncnc2N1 (stereo not drawn)
16: O=C(CNC(=O)c1sc2ccccc2c1Cl)NC1CC1
assay / entry,9,10,11,12,13,14,15,16
m5-HT2A agonist,0,-1,-4,-1,3,0,8,1
MC4R antag cAMP,-8,13,10,1,2,6,10,-2
aDG glyco act,-0.1,2.1,-0.2,-0.4,0.0,0.1,-0.1,0.5
Exocytosis inh,-1,-1,-1,-2,3,-3,-1,-2
Glyco luc inh,-2,-2,-2,0,2,0,2,0
ABCB6 inh MLPCN,97,97,100,105,91,90,102,99
MC4R barr agon,-1.4,-0.3,-0.9,0.5,-0.8,-0.2,-2.5,0.2
iPSC survival up,-1.0,-1.6,-2.0,0.0,-0.1,0.2,1.0,-0.1
ABHD5 PLIN5 PPI,9,0,-2,10,1,6,0,1
H9c2 protect,-15,13,-7,6,-2,-5,10,-1

17: CC1=C(C(=O)N2CCCCCC2)CC(CC(=O)NC2CCCCC2)C(=O)N1CCC1=CCCCC1 (stereo not drawn)
18: O=C(NNc1nc2ccc(Cl)cc2s1)c1cc(-c2cccs2)nc2ccccc12
19: N#Cc1ccc(-c2nc3ccc(Cl)cn3c2Cc2cccc(Cl)c2)cc1
20: O=C1c2cccnc2C(Nc2ccc(Cl)cc2)N1Cc1cccs1 (stereo not drawn)
21: O=C(Nc1cccc(NC(=O)c2ccc(-c3ccc(Br)cc3)o2)c1)c1ccccc1
22: O=C(Nc1ccc(NC(=O)c2ccccc2F)cc1)c1cccs1
23: Cc1ccc(N2CC(C(=O)NCCc3ccc(S(N)(=O)=O)cc3)CC2=O)cc1 (stereo not drawn)
24: CCCCCCCCCCCC(=O)c1c(O)cccc1O
assay / entry,17,18,19,20,21,22,23,24
m5-HT2A agonist,-3,-5,3,-6,2,4,0,3
MC4R antag cAMP,.,0,.,-1,6,-4,1,19
aDG glyco act,0.0,-0.1,0.2,0.1,0.3,0.7,-0.1,0.1
Exocytosis inh,-10,12,-5,-2,0,-1,1,8
Glyco luc inh,.,-1,2,2,0,1,1,-1
ABCB6 inh MLPCN,96,98,103,106,90,100,94,101
MC4R barr agon,.,0.2,.,-1.4,0.2,-2.4,-0.3,1.6
iPSC survival up,-3.5,-0.1,1.1,0.7,-0.2,-0.1,0.0,3.4
ABHD5 PLIN5 PPI,1,-18,0,-3,6,-6,-1,-4
H9c2 protect,.,20,-5,-1,12,-2,-3,-16

Whole records from above. Screens in order: m5-HT2A agonist | MC4R antag cAMP | aDG glyco act | Exocytosis inh | Glyco luc inh | ABCB6 inh MLPCN | MC4R barr agon | iPSC survival up | ABHD5 PLIN5 PPI | H9c2 protect
Listed for N#Cc1ccc(-c2nc3ccc(Cl)cn3c2Cc2cccc(Cl)c2)cc1 → 3 | . | 0.2 | -5 | 2 | 103 | . | 1.1 | 0 | -5
Listed for CC1=C(C(=O)N2CCCCCC2)CC(CC(=O)NC2CCCCC2)C(=O)N1CCC1=CCCCC1 (stereo not drawn) → -3 | . | 0.0 | -10 | . | 96 | . | -3.5 | 1 | .

The listing continues.
25: COc1ccc(CCNC2CCC(c3ccccc3)CC2)cc1 (stereo not drawn)
26: CN(C)CCCNCCCNC(=O)/C=N/O
27: COc1cccc(NC(=O)c2cccc(C(=O)Nc3cccc(OC)c3)c2)c1
28: CN(CC(=O)Nc1cccc(F)c1)C(=O)c1cc(=O)[nH]c2ccccc12
29: O=C(NNC(=O)C(Cl)Cl)c1cnn(-c2ccccc2)c1C(F)(F)F
30: Cc1ccc(NC(=O)/C=C/c2ccc(S(=O)(=O)N3CCOCC3)cc2)cc1S(=O)(=O)N(C)C
31: O=C(CCCN1CC=C(n2c(=O)[nH]c3ccccc32)CC1)c1ccc(F)cc1
32: CCCOc1ccc(N2CC(C(=O)Nc3ccccc3C(=O)NC)CC2=O)cc1 (stereo not drawn)
assay / entry,25,26,27,28,29,30,31,32
m5-HT2A agonist,2,4,-5,-7,3,14,-10,-4
MC4R antag cAMP,11,6,2,7,8,14,7,5
aDG glyco act,0.1,0.0,-0.1,-0.2,0.0,0.7,-0.4,0.1
Exocytosis inh,34,-2,10,-4,3,2,2,-14
Glyco luc inh,1,0,2,1,2,5,1,-1
ABCB6 inh MLPCN,102,97,100,90,103,93,98,96
MC4R barr agon,4.3,1.6,0.3,-0.2,-0.8,0.0,0.0,-1.3
iPSC survival up,-1.0,-1.5,-0.5,0.8,-0.3,-0.3,-0.8,-0.5
ABHD5 PLIN5 PPI,-8,8,-6,-3,-6,-3,3,-5
H9c2 protect,4,5,2,-6,5,6,12,-2

33: CCOc1cc(N2CCOCC2)c(OCC)cc1NC(=O)c1ccc2ccccc2n1
34: COc1ccc(NCC(=O)N/N=C/c2ccc3c(c2)OCCO3)cc1
35: Cc1ccc(NC(=O)CSCC#N)cc1
36: CCOc1ccccc1C(=O)NCc1ccc2c(c1)OCO2
37: CCOC(=O)c1csc(-c2csc(CCNC(=O)c3ccccc3)n2)n1
38: Cn1cccc1C(=O)Nc1nccs1
39: COc1ccc(-c2nnc(NC(=O)c3ccc(S(=O)(=O)N4CCc5ccccc5C4)cc3)o2)cc1
40: CCc1nnc(NC(=O)CSc2nnc(Cc3cccn3C)n2CCOC)s1
assay / entry,33,34,35,36,37,38,39,40
m5-HT2A agonist,2,2,2,-2,-3,-2,1,6
MC4R antag cAMP,7,27,5,11,4,0,11,6
aDG glyco act,-0.9,-0.2,-0.3,0.3,0.0,-0.3,3.7,-0.2
Exocytosis inh,-1,-1,3,0,-11,-2,-1,6
Glyco luc inh,3,0,2,-1,-3,4,2,1
ABCB6 inh MLPCN,106,103,99,89,98,83,103,95
MC4R barr agon,-2.5,0.8,-2.5,-0.8,-1.2,0.7,-0.1,-0.2
iPSC survival up,1.5,-0.7,3.4,0.7,0.8,-1.4,0.8,1.2
ABHD5 PLIN5 PPI,-2,-4,-4,3,0,1,0,7
H9c2 protect,4,8,-1,-2,13,0,40,23

41: O=C(Cn1c(-c2cncs2)nc2ccccc21)NC1CCCC1
42: COc1ccccc1C(=O)Nc1sc(C(=O)N2CCCC2)c(C)c1C#N
43: COc1ccc(C(=O)Oc2ccc(/C=N/Nc3ccc(Cl)c(C(=O)O)c3)cc2OC)cc1
44: Cc1ccc(NC(=O)O/N=C/c2c(C)nn(C(C)(C)C)c2C)cc1Cl
45: O=C(O)CCn1c2ccccc2c2nc3ccccc3nc21
46: Cc1nnc(SCC2=C(C(=O)O)N3C(=O)C(NC(=O)C(C)n4nc(C(F)(F)F)cc4C)C3SC2)s1 (stereo not drawn)
assay / entry,41,42,43,44,45,46
m5-HT2A agonist,-2,-3,0,-9,2,6
MC4R antag cAMP,2,3,-7,9,4,8
aDG glyco act,-0.2,0.3,0.0,0.1,0.3,0.0
Exocytosis inh,2,-1,12,-8,2,-6
Glyco luc inh,0,2,2,-18,1,1
ABCB6 inh MLPCN,88,99,130,94,100,97
MC4R barr agon,-1.4,-2.5,0.3,-0.1,-1.0,-2.6
iPSC survival up,-1.7,0.2,-0.6,-0.8,0.8,-2.0
ABHD5 PLIN5 PPI,-2,60*,9,-3,-4,16
H9c2 protect,14,0,-1,-12,0,8
